# Pol eta inh: DNA polymerase eta (human) inhibition; actives 1.2% (n = 390,000); Q9Y253; recombinant Pol eta, fluorescent DNA replication assay; Potency, µM (highest dose often 114 µM), without a hit: at the top dose activity change, negative = inhibition, actives largely listed as inhibitors; further: potency means the concentration at half of the fitted maximal effect; on the % scale 0 is the no-effect control and ±100 the full control effect
# Target sequence (Q9Y253 whole entry, looked up): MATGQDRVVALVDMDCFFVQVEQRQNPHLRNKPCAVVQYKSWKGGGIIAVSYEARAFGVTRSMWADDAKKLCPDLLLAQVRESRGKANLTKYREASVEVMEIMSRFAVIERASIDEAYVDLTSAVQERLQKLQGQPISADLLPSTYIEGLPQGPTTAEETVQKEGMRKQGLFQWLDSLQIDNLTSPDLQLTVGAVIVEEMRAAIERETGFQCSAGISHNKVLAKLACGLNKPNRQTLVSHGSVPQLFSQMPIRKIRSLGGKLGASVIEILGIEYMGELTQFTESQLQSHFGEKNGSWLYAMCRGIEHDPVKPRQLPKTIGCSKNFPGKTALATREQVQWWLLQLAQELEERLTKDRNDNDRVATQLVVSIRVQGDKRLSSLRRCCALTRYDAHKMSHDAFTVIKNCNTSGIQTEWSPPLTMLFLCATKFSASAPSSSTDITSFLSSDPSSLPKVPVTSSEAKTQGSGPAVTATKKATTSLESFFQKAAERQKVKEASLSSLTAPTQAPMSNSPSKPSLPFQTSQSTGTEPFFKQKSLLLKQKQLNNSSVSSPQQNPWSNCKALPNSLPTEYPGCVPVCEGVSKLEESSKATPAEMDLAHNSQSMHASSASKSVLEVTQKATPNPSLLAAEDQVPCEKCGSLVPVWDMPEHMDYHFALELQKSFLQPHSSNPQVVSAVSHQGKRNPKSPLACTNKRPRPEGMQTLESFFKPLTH
#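 Pol eta at 10 nM preincubated with compounds 15 min at room temperature; reaction started with fluorescent substrate (50 nM final) and read kinetically at 0 and 10 min.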
# Pin1 inh: inhibitors of human Pin1. Potency, µM (titrated, usually from 115 µM), for inactives: at the highest dose activity, negative = inhibition, usual class: inhibitors. Pin1 FP peptide displacement, HiFluor488, 10 min. actives 0.009% (n = 390,000). Q13526. AID 504891; active means well fitted inhibition curve with a large enough effect in the polarisation, with a control signal flat, not every such curve was filed as active; inconclusive means small, poorly fitted or top-dose-only effect, or effect the other way, or a change in a side signal; inactive means no such curve, though single readings can be large or run the other way; the % refers to the polarisation; further: potency means the concentration at half of the fitted maximal effect; on the % scale 0 is the no-effect control and ±100 the full control effect
# Target sequence (Q13526 whole entry, looked up): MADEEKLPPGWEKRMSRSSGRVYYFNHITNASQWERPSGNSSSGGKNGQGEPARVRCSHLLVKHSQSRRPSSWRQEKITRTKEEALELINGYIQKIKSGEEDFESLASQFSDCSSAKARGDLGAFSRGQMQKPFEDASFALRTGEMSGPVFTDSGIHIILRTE
# PI4K2A inh: PI4K2A (human) kinase inhibition; purified PI4K2A, ADP-Glo luminescence, 1 h; active compounds read low; activity change, negative = inhibition, % at 76.9 µM; actives 0.13% (n = 420,000); AID 1346378; in the data active means activity change below about -50%; inconclusive means mostly about -30% to -49%;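 further: -100% = wells without enzyme as full effect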
#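 In this quantitative HTS, ADP production by PI4K2A was quantified luminescently after 1 h at ambient temperature; 100 microM adenosine served as plate-quality control.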
# PGK inhibitor: inhibitors of T. brucei phosphoglycerate kinase; actives 0.043% (n = 380,000); PGK/GAPDH coupled, Kinase-Glo luminescence, 60 min; AID 602233; Potency, µM (highest dose often 57.5 µM), inactives show at the top dose activity change, negative = inhibition, usual class: inhibitors; further: potency means the concentration at half of the fitted maximal effect; on the % scale 0 is the no-effect control and ±100 the full control effect; nearly all actives have a fitted effect of over 60% in size
#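 Luminescent ATP detection (Kinase-Glo Plus) follows a 60-minute room-temperature incubation, with wells lacking PGK as controls. Buffer: 100 mM TEA (pH 7.6), 5 mM MgCl2, 0.01% Tween-20. Coupling enzyme GAPDH (100 nM final) supplies unstable 1,3-BPG in-well.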
# BAZ2B block: inhibitors of human BAZ2B bromodomain; AID 504333; actives 4.4% (n = 360,000); Potency, µM (top dose mostly 114 µM), for inactives: at the highest dose activity change, negative = inhibition, actives largely listed as inhibitors; Q9UIF8; AlphaScreen BAZ2B-H3K14Ac peptide displacement; further: potency means the concentration at half of the fitted maximal effect; on the % scale 0 is the no-effect control and ±100 the full control effect; nearly all actives have a fitted effect of over 60% in size
#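 Multi-concentration screen (max 110 uM) measuring displacement of acetylated histone H3 peptide from BAZ2B by AlphaScreen, using 50 nM protein, 50 nM peptide and 10 ug/mL streptavidin donor plus Ni-chelate acceptor beads.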
# HP1b binding inh: inhibitors of HP1-beta chromodomain binding to methylated histone tails; AlphaScreen HP1-beta / biotin-H3K9me3 peptide binding; P83916; Potency, µM (titrated, usually from 114 µM), inactives show at the highest dose activity change, negative = inhibition, hits mostly inhibitors; actives 0.56% (n = 390,000); AID 540317; further: potency means the concentration at half of the fitted maximal effect; nearly all actives have a fitted effect of over 70% in size; inactives centre near 23
# Target sequence (P83916 whole entry, looked up): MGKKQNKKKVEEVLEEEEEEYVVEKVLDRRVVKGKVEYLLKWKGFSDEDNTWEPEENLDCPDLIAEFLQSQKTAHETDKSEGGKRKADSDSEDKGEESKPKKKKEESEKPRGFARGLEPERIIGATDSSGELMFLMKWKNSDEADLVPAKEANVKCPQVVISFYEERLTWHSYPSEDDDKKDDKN
#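 HP1-beta protein (50 nM final) preincubated 30 min at room temperature with biotinylated H3(1-18)K9me3 peptide (50 nM) in PBS pH 7.4, 0.01% Tween-20, then compound added for 30 min. AlphaScreen streptavidin donor/nickel chelate acceptor beads (10 ug/mL final), 30 min dark, luminescence read.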
# GLS inh: glutaminase GLS (human) inhibition. GLS enzymatic activity, qHTS titration. Potency, µM (series often up to 45.5 µM), for the others: at the highest dose activity change, negative = inhibition, usual class: inhibitors. actives 0.21% (n = 410,000); further: potency means the concentration at half of the fitted maximal effect; on the % scale 0 is the no-effect control and ±100 the full control effect
#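 Human kidney-isoform GLS in 45 mM KH2PO4 pH 8.2, 0.02% Tween-20, with compound, started with 1mM L-Glutamine (added stock). Glutamate oxidase/HRP/Amplex red coupled fluorescence read at start and after 30 min at RT.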
# G9a inh: G9a (human) methyltransferase inhibition | Q96KQ7 | G9a H3K9 monomethylation, AlphaScreen, 2 h | Potency, µM (top dose mostly 102 µM), without a hit: at the highest dose activity, negative = inhibition, usual class: inhibitors | actives 8.8% (n = 350,000); further: potency means the concentration at half of the fitted maximal effect; on the % scale 0 is the no-effect control and ±100 the full control effect; nearly all actives have a fitted effect of over 75% in size
#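 Signal arises when biotinylated H3K9 peptide, once monomethylated, bridges streptavidin donor and antibody-captured acceptor beads. Enzyme at 20 nM was preincubated 15 min with test compounds; peptide 500 nM and SAM 20 uM then reacted for 2 h.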
# JMJD2A Tudor: blocks the human JMJD2A Tudor domain. Potency, µM (titrated, usually from 114 µM), inactives show at the highest dose activity change, negative = inhibition, usual class: inhibitors. actives 4.4% (n = 390,000). AlphaScreen JMJD2A-Tudor / H3K4me3 peptide binding. O75164; further: potency means the concentration at half of the fitted maximal effect; on the % scale 0 is the no-effect control and ±100 the full control effect; nearly all actives have a fitted effect of over 50% in size
# * hit, by the source's call; i = inactive; ? = inconclusive; . = no result given; & = joins results of further samples; [ ] = dose if it differs, or a comment. Unless noted, the call rests on the fitted dose curve; in most records, active means well fitted curve in the direction sought with a large enough effect; inconclusive means small, poorly fitted or top-dose-only effect, or another doubt; inactive means no such curve, though single readings can be large; an effect the other way counts as inactive or inconclusive. These rows are one share of the data (hit frequency here may not be typical).
SMILES,Pol eta inh,Pin1 inh,PI4K2A inh,PGK inhibitor,BAZ2B block,HP1b binding inh,GLS inh,G9a inh,JMJD2A Tudor
COc1ccc(NC(=O)CCSc2ccc(C)cc2)cc1,-14%,0%,0,-3%,0%,33%,6%,13%[59 µM],?
CC1=C(C(=O)Nc2ccccc2C)C2(CCCC2)C(C(N)=O)C(=O)N1 (centres undefined),-17%,8%,2,1%,-1%,21%,-1%,-20%[2.33 µM],-5%
Brc1c(CSc2nc3ccccc3s2)nc2ncccn12,?,-2%,-3,-1%,9%,46%[activator],-2%,?,-4%
C=CCn1c(=NC(=O)CN2C(=O)CCC2=O)sc2cccc(OC)c21,-8%,0%,-12,-4%,4%,26%,1%,-8%[59 µM],-3%
CN1CCN(C(=O)c2cc(S(=O)(=O)Nc3ccccc3F)c(Cl)cc2Cl)CC1,1%,1%,3,-7%,-6%,33%,-7%,.,0%
Cn1c(=O)c2c(nc(SCCN3CCOCC3)n2Cc2cccc3ccccc23)n(C)c1=O,-8%,-17%,3,6%,-29%,19%,-3%,?,?
COc1ccc(C(=O)NC2CC3CCCC(C2)N3Cc2ccccc2)c(OC)c1 (centres undefined),-10%,-6%,4,-2%,1%,33%,3%,.,1%
COc1ccc(NS(=O)(=O)c2cccc(C(=O)N3CCN(Cc4ccc5c(c4)OCO5)CC3)c2)cc1,-14%,6%,2,-6%,-23%,19%,3%,?,-20%
O=C(CCCn1c(=S)[nH]c2cc3c(cc2c1=O)OCO3)N1CCc2ccccc2C1,6%,3%,6,-2%,-1%,9%,-23%,0%[12.7 µM],-11%
COc1ccc(OCC(=O)Nc2ccccc2N2CCCCC2)cc1,-10%,-2%,-5,i,16%,124%[activator],-1%,.,54%[activator]

# Whole records, looked up by structure. Order of screens: Pol eta inh | Pin1 inh | PI4K2A inh | PGK inhibitor | BAZ2B block | HP1b binding inh | GLS inh | G9a inh | JMJD2A Tudor
# Listed for COc1ccc(C(=O)NC2CC3CCCC(C2)N3Cc2ccccc2)c(OC)c1 (centres undefined) : -10% | -6% | 4 | -2% | 1% | 33% | 3% | . | 1%
# Listed for CC1=C(C(=O)Nc2ccccc2C)C2(CCCC2)C(C(N)=O)C(=O)N1 (centres undefined) : -17% | 8% | 2 | 1% | -1% | 21% | -1% | -20%[2.33 µM] | -5%

# Continued:
SMILES,Pol eta inh,Pin1 inh,PI4K2A inh,PGK inhibitor,BAZ2B block,HP1b binding inh,GLS inh,G9a inh,JMJD2A Tudor
Cc1ccsc1C(=O)OCC(=O)NCCC1=CCCCC1,-6%,1%,-2,i,-2%,28%,-1%,29%[59 µM],-1%
Cc1cc2oc(=O)cc(C)c2c2occ(-c3ccc(Cl)cc3)c12,-1%,1%,0,-9%,-13%,-1%,-3%,10%[59 µM],-21%
Nc1nc(-c2nonc2N)no1,-16%,-1%,-1,-10%,-13%,35%,0%,7%,-4%
CC(C)(O)C#Cc1ccc(C(=O)N2CCN(c3ccc(Cl)cc3)CC2)cc1,?,9%,-1,10%,-31%,22%,-4%,-4%[59 µM],-7%[11.4 µM]
O=C(NCC(c1ccco1)N1CCCCC1)c1cnc(Cl)c(Cl)c1 (centres undefined),-9%,-9%,-1,-4%,.,19%,8%,.,-16%
CCc1ccc(C(=O)CSc2nc(-c3ccccc3)nc3c2CCCC3)cc1,-12%,-3%,-4,-10%,7%,91%[activator],-1%,19%[59 µM],20%
Cc1nn(C(=O)c2cccc([N+](=O)[O-])c2C)c(C)c1S(=O)(=O)N1CCCCCC1,-18%,0%,11,0%,-20%,12%[57 µM],6%,-3%[59 µM],-8%
COC(=O)c1c([N+](=O)[O-])c(OC)c(OC)c(OC)c1[N+](=O)[O-],5%,-12%,-6,i,-24%,4%,16%,?,-31%
CCOCCCNC(=O)/C(C#N)=C/c1ccc(Cl)c([N+](=O)[O-])c1,-10%,-2%,9,-6%,-22%,?,?,?,-2%
CC(=O)c1ccc(N2CCN(S(=O)(=O)c3ccc(-c4cc(C)no4)s3)CC2)cc1,-8%&7%,4%&2%,-5&-2,-3%&-4%,1%&7%,55%&23%[activator],0%&5%,13%[59 µM],-23%&-35%

# 2 of these compounds in another layout:
Pol eta inh	Pin1 inh	PI4K2A inh	PGK inhibitor	BAZ2B block	HP1b binding inh	GLS inh	G9a inh	JMJD2A Tudor	molecule
-9%	-9%	-1	-4%	.	19%	8%	.	-16%	O=C(NCC(c1ccco1)N1CCCCC1)c1cnc(Cl)c(Cl)c1 (centres undefined)
-18%	0%	11	0%	-20%	12%[57 µM]	6%	-3%[59 µM]	-8%	Cc1nn(C(=O)c2cccc([N+](=O)[O-])c2C)c(C)c1S(=O)(=O)N1CCCCCC1

# 5 compounds picked at random from those above, as already listed:
SMILES,Pol eta inh,Pin1 inh,PI4K2A inh,PGK inhibitor,BAZ2B block,HP1b binding inh,GLS inh,G9a inh,JMJD2A Tudor
Cc1nn(C(=O)c2cccc([N+](=O)[O-])c2C)c(C)c1S(=O)(=O)N1CCCCCC1,-18%,0%,11,0%,-20%,12%[57 µM],6%,-3%[59 µM],-8%
Nc1nc(-c2nonc2N)no1,-16%,-1%,-1,-10%,-13%,35%,0%,7%,-4%
CCc1ccc(C(=O)CSc2nc(-c3ccccc3)nc3c2CCCC3)cc1,-12%,-3%,-4,-10%,7%,91%[activator],-1%,19%[59 µM],20%
Cc1cc2oc(=O)cc(C)c2c2occ(-c3ccc(Cl)cc3)c12,-1%,1%,0,-9%,-13%,-1%,-3%,10%[59 µM],-21%
Cc1ccsc1C(=O)OCC(=O)NCCC1=CCCCC1,-6%,1%,-2,i,-2%,28%,-1%,29%[59 µM],-1%

# Other results.
SMILES,Pol eta inh,Pin1 inh,PI4K2A inh,PGK inhibitor,BAZ2B block,HP1b binding inh,GLS inh,G9a inh,JMJD2A Tudor
CCc1ccc(NC(=O)Cn2c(=O)n(CCCC(=O)NCc3ccco3)c(=O)c3ccccc32)cc1,-5%,-4%,-2,1%,-1%,12%,4%,-36%[12.7 µM],-7%
CCOC(=O)/C=C/C(=O)Nc1ccc(S(=O)(=O)N2CCc3ccccc32)cc1,7%,10%,0,-2%,-2%,27%,12%,?,-19%
COc1ccc(NC(=O)CSc2ncc(-c3ccc(F)cc3)n2Cc2ccco2)cc1,-12%,1%,1,-4%,32µM*,?,-8%,28µM*,56µM*
CCN(CC)CCNC(=O)c1ccccn1,-15%,-7%,-3,-7%,?,25%,2%,-6%[0.501 µM],?
CCn1c(CN2CCCCC2)nc2cc(NC(=O)COc3ccc([N+](=O)[O-])cc3)ccc21,4%,2%,3,4%,?,33%,0%,-6%[59 µM],-14%
CCS(=O)(=O)c1oc(-c2ccc(F)cc2)nc1S(=O)(=O)c1ccc(Br)cc1,-3%,?,80,10%,-17%,79%[activator],-20%,?,-1%
COc1ccc(S(=O)(=O)N2CCOC2CNC(=O)C(=O)NCc2ccc(F)cc2)cc1 (centres undefined),-6%,6%,-2,3%,-9%,28%,0%,33%,-14%
COCCC(=O)N1CCC(Oc2ccc(C(=O)N(C)C3CCCCC3)cc2)CC1,-9%,-3%,-4,0%,3%,13%,21%,-2%[0.501 µM],-8%
CCN(c1ccccc1)S(=O)(=O)c1ccc(C(=O)N2CCN(c3ccccc3)CC2)cc1,-15%,-4%,-1,i,.,0%,-15%,.,-36%
COc1ccc(OC)c(CN2CCN(Cc3cc(OC)c(OC)c(OC)c3)CC2)c1,-4%,-2%,1,i,79µM*,?,-4%,-9%[0.501 µM],22µM*
CC1Cn2c(C(=O)NCc3cccc(Br)c3)cc3cccc(c32)S1 (centres undefined),-10%,13%,-2,-7%,12%,76%[activator],-2%,29%[59 µM],34%
CNC(=S)N/N=C(\C)c1ccc(N2CCOCC2)cc1,7%,12%,3,-1%,?,31%,26%,?,-33%
CC1(C)CC(=O)C=C(/C=C/c2ccccc2)C1,-6%,-9%,-10,-2%,-3%,27%,-1%,-9%[0.501 µM],-8%
COc1ccc(C2CC(c3ccc4ccccc4c3)=NN2C(=O)CSc2ncccn2)cc1 (centres undefined),-11%,38%[activator],0,7%,-1%,17%,2%,40µM*,-22%
Cc1noc(NS(=O)(=O)c2ccc(NC(=O)CC(C)C)cc2)c1C,-7%,2%,-6,-5%,2%,-10%,4%,9%[59 µM],-20%
Cc1cc(/C=N/n2cnnc2)c(O)c([N+](=O)[O-])c1,-21%,5%,-3,-5%,?,4%,19%,0%[59 µM],-7%
CC(=O)N(CCCN(C)C)Cc1ccccn1,10%,0%,-1,-7%,-18%,16%,19%,24%,-9%
CN(C)CCCNC(=S)/N=c1\sccn1Cc1ccccc1Cl,-14%,-9%,-1,-1%,-13%,29%,-2%,-1%[59 µM],-28%
COC(=O)c1ccc(Cn2ccc(=O)[nH]c2=O)cc1,-8%,1%,-1,i,.,27%,-1%,.,10%
COc1cccc(-c2nn(-c3ccc(C)cc3)cc2C(=O)NCC2CCCO2)c1 (centres undefined),-14%,-18%,-5,-9%,2%,-2%,-3%,-3%,-13%
O=C1N[C@H](Cc2c[nH]c3ccccc23)COC(=O)[C@H](Cc2ccc(F)cc2)C/C=C\C[C@H]1CC(=O)N(CCO)Cc1ccccc1,-11%,6%,3,-10%,.,4%,-12%,.,-28%
CCOc1ccc(CC(=O)Nc2c(C(=O)c3ccc(F)cc3)oc3ccc(Cl)cc23)cc1OCC,-21%,-4%,-2,4%,-17%,37%,-7%,?,-4%
O=C(NCc1ccco1)c1cccc(NC(=O)c2ccccc2)c1,-6%,1%,1,-4%,-3%,5%,.,3%[12.7 µM],-14%

# Bioassay records deposited in PubChem BioAssay by National Center for Advancing Translational Sciences (NCATS).
